ALOX15B inhib: qHTS Assay for Inhibitors of 15-hLO-2 (15-human lipoxygenase 2); Polyunsaturated fatty acid lipoxygenase ALOX15B (Homo sapiens), O15296; purified 15hLO-2, xylenol orange hydroperoxide absorbance; Potency, µM (titrated, usually from 57.1 µM), inactives show at the top dose activity change, negative = inhibition, usual class: inhibitors; actives 0.56% (n = 110,000); also: potency is read from the fitted curve at half-maximal effect; nearly all actives have a fitted effect of over 60% in size; many of its hits are not listed in these tables
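Purified human 15hLO-2 (50 nM final) preincubated with compounds 15 min at room temperature in 25 mM Hepes pH 7.5, 0.01% Triton X-100, then 45 uM arachidonic acid added for 90 min; hydroperoxide detected via ferrous/xylenol orange, 573/405 nm absorbance ratio.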
IMPase inh: qHTS Assay for Identifying the Cell-Membrane Permeable IMPase Inhibitors; Inositol monophosphatase 1 (Rattus norvegicus), P97697; CHO-M1 cells, IP1 accumulation, HTRF TR-FRET ratio; inhibition (IP1 accumulation), % at 46.1 µM; 120,000 tested, under 10 active; AID 901, 2007; active = well fitted curve in the direction sought with a large enough effect in the signal ratio, not every such curve was filed as active; inconclusive = small, poorly fitted or top-dose-only effect, or a change in a side signal; inactive = no such curve, though single readings can be large or run the other way; the % refers to the signal ratio;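 also: cells stimulated with carbachol in lithium chloride buffer; plate controls were DMSO basal wells for no effect and reference inhibitor wells for full effect; higher means more IMPase inhibition seen as more IP1 and lower FRET ratio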
Target sequence (P97697 whole entry, looked up): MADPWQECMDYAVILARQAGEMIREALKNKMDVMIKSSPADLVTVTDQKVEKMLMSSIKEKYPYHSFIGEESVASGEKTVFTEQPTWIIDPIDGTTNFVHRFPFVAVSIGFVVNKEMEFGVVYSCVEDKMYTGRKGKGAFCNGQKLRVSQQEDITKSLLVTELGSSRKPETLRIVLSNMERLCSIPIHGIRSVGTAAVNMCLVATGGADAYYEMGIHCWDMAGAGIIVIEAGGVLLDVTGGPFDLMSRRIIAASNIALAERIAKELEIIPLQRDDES
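In this qHTS, compounds (final up to 46 uM) act on CHO-M1 cells that are then activated through the M1 receptor with carbachol, in pH 7.4 buffer containing 50 mM LiCl, for 30 min. IP1 accumulation is quantified by the IP-One immunoassay.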
PNC assembly inh: High Content Assay for Compounds that inhibit the Assembly of the Perinucleolar Compartment. activity change (PNC), negative = inhibition, % at 10 µM. AID 2417, 2010. PC3M PTB-GFP, PNC prevalence imaging, 16 h; active compounds read low. actives 3.1% (n = 140,000);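 active = readout at or below -70, meaning at least 70% loss of cells showing the perinucleolar compartment, a nuclear body marking cancer cells; inconclusive = readout between -30 and a set limit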;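 also: plate controls were DMSO wells for no effect and camptothecin positive control wells for full effect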
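Compounds are pinned in duplicate onto adhered PC3M cells stably expressing GFP-tagged PTB and incubated 16 h at 37 C. Cells are then fixed, nuclei stained with Hoechst, and PNC-positive cells counted.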
12-hLO inh: qHTS Assay for Inhibitors of 12-hLO (12-human lipoxygenase) | actives 0.12% (n = 150,000) | Potency, µM (series often up to 57.1 µM), without a hit: at the top dose activity change, negative = inhibition, most hits filed as inhibitors | purified 12-hLO, xylenol orange hydroperoxide absorbance | Polyunsaturated fatty acid lipoxygenase ALOX12 (Homo sapiens), P18054; also: potency is read from the fitted curve at half-maximal effect; nearly all actives have a fitted effect of over 55% in size; many of its hits are not listed in these tables
Target sequence (P18054 whole entry, looked up): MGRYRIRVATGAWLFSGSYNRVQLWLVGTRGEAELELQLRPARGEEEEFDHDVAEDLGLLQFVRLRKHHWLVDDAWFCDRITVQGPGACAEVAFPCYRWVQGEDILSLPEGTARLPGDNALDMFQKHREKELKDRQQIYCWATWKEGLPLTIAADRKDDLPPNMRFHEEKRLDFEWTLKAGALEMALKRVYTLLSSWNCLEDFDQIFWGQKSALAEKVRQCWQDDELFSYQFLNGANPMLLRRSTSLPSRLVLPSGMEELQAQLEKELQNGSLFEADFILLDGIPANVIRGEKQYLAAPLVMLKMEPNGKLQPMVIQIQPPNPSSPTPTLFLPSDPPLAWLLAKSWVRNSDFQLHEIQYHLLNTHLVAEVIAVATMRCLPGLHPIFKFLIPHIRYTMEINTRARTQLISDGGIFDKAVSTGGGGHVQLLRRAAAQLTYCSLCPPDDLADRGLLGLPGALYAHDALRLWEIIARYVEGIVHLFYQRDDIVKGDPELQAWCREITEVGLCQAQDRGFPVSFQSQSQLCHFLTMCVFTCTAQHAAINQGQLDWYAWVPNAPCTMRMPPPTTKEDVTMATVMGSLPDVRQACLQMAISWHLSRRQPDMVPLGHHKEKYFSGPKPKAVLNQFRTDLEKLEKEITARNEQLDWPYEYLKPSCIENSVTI
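Hydroperoxide output read as Fe(III)-xylenol orange absorbance, 573-to-405 nm ratio, after 30 min reaction with 40 uM arachidonic acid. Enzyme: 150 nM purified human 12hLO, 15 min compound preincubation; 25 mM Hepes pH 7.0, room temperature.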
Numbers without * were called inactive; ? = inconclusive; nt = not tested or not shown; & = joins results of further samples; [ ] = remark or other dose. Unless noted, calls follow the shape of the dose curve; as a rule, active = well fitted curve in the direction sought with a large enough effect; inconclusive = small, poorly fitted or top-dose-only effect, or another doubt; inactive = no such curve, though single readings can be large; an effect the other way counts as inactive or inconclusive. Unless noted, % is scaled to controls: 0 for no effect and ±100 for the full control effect. These rows are one share of the data; count on the stated rates, not on these rows.

SMILES	ALOX15B inhib	IMPase inh	PNC assembly inh	12-hLO inh
O=C(CN1CCN(Cc2ccccc2F)C1=O)NCc1ccco1	3%	-2	-7	1%
N[C@@H](Cc1nn[nH]n1)C(=O)O	-4%[11.4 µM]	nt	nt	5%[11.4 µM]
O=C(c1ccco1)N1CCCN(C(=O)c2ccco2)CC1	1%	-9	19	-3%
Nc1cc(=O)nc(SCC(=O)N(C2CCCCC2)C2CCCCC2)n1-c1ccccc1	-15%	5	-2	-1%
OC(Cn1cncn1)c1ccc(Cl)cc1 (stereo not given)	-3%	3	?	-2%
O=C(Nc1ncc(Cc2cccc(Cl)c2)s1)C1CCCO1 (stereo not given)	22%	4	-17	-12%
CCN(CC)S(=O)(=O)c1ccc(Cl)c(C(=O)Nc2nncs2)c1	2%	0	13	4%
CC(C)[C@H](NC(=O)c1ccc(C(C)(C)C)cc1)C(=O)Nc1nnc(C2CC2)s1	nt	nt	21	1%
COc1cc(/C=N/NC(=O)CC23CC4CC(CC(C4)C2)C3)cc(Br)c1OCC(=O)N(C)C	nt	nt	32	-1%
Cc1nc2c3cc(F)ccc3n(Cc3ccccc3)c2s1	nt	nt	?	-1%
Cc1ccc2oc(-c3ccc(NC(=O)c4cccnc4)cc3)nc2c1	6%	4	?	2%
CCC(c1nnnn1Cc1ccccc1)N(Cc1ccco1)Cc1cc2cc(OC)ccc2[nH]c1=O (stereo not given)	-1%	-18	-7	-18%
O=C(NC(NC(=S)Nc1ccc(Cl)cc1Cl)C(Cl)(Cl)Cl)c1cccc([N+](=O)[O-])c1 (stereo not given)	?	12	106	?
O=C(O)C1CCCCC1C(=O)Nc1cccc2ccccc12 (stereo not given)	nt	-10	66	9%
O=C(CN(c1ccccc1F)S(=O)(=O)c1ccccc1)NC1CCCCCC1	-1%	-1	-17	-2%
CCOC(=O)Cn1nnnc1C(C(C)C)N(Cc1cccs1)Cc1cc2cc(C)ccc2[nH]c1=O (stereo not given)	-3%	-5	32	-19%
CCOC(=O)Nc1ccc2c(c1)N(C(=O)C(C)N1CCCC1)c1ccccc1CC2 (stereo not given)	6%	30	-27	5%
CN(C)c1ccc(/C=N/n2ncc3ccccc32)cc1	1%	-11	-14	-5%
COC(=O)c1ccc(NC(=O)CSc2n[nH]c(-c3ccncc3)n2)cc1	0%	1	2	0%
Cn1c(NC(=O)c2ccc3c(c2)OCO3)cc(=O)n(C)c1=O	nt	-13	?	2%
CC(Oc1ccccc1)C(=O)Nc1nc2c(s1)C(=O)CC(C)(C)C2 (stereo not given)	1%	3	?	-3%
CCCCNS(=O)(=O)c1ccc2nc(SCC(=O)Nc3sccc3C#N)[nH]c2c1	-17%	7	6	-17%
COc1ccc(N(C(=O)C(C)C)S(=O)(=O)c2ccc3c(c2)n(C)c(=O)n3C)cc1	9%	2	5	3%
COC1(OC)N=C(N)C2(C#N)C(c3cccc(Oc4ccccc4)c3)C12C#N (stereo not given)	26%	-5	36	-8%
CCN(CC)C(=O)C(=O)N/N=C/c1ccc(C(=O)O)cc1	nt	-13	-28	0%
SMILES	ALOX15B inhib	IMPase inh	PNC assembly inh	12-hLO inh
CCCn1c(-c2cccs2)nc2nc3ccccc3nc21	-19%	-3	1	-1%
O=C(CCc1ccc(S(=O)(=O)NCc2ccccc2)cc1)N1CCN(Cc2ccc3c(c2)OCO3)CC1	44%[activator]	?	1	-13%
CCOc1ccc(C(=O)NC2CCN(C(=O)NCc3ccccc3)CC2)cc1	-8%	2	0	2%
CCCC1CCC(c2ccc(C(=O)NN)cc2)CC1 (stereo not given)	nt	11	0	5%
Cc1onc(-c2ccccc2)c1C(=O)Nc1ccc(S(=O)(=O)N2CCCCC2)cc1	nt	-2	59	-3%
Cn1nnc(NC(=O)c2ccccc2)n1	nt	-9[0.369 µM]	-95*	6%
Cc1noc(C)c1C(=O)N1CCC[C@@]2(CCN(C(c3ccccc3)c3ccccc3)C2)C1	7%	nt	nt	-7%
NC(=O)c1c(NC(=O)CSc2nnc(-c3ccco3)n2N)sc2c1CCCC2	-22%	-7	22	1%
COC(=O)c1ccc(NC2(C#N)C(=O)Nc3ccccc32)cc1 (stereo not given)	1%[2.29 µM]	-3	12	2%
COc1ccc(-n2c3c(cc(C(=O)NC4CCSC4=O)c2=O)C(=O)CC(C)(C)C3)cc1 (stereo not given)	-6%	-2	-21	0%
O=C(C1CCN(S(=O)(=O)c2cccc3cccnc23)CC1)N1CCN(C2CCCCC2)CC1	-3%	-2	25	-5%
CCC(=O)N[C@@H]1CC(C(C)(C)NC(=O)CC)CC=C1C (stereo not given in full)	-6%	11	6	-2%
COc1cc(OC)cc(C(=O)N2CCC(N3CCCCCC3)CC2)c1	nt	20	65	-3%
CC1(C)CC(O)(CCNCc2ccc3c(c2)OCO3)CCO1 (stereo not given)	0%	-2	-3	-1%
Cc1cc(C)n(C(=O)CNC(=O)C2COc3ccccc3O2)n1 (stereo not given)	nt	-2	23	0%
O=C(CSc1nnc(-c2cccnc2)n1Cc1ccco1)c1ccc(Br)cc1	3%	1	?	-5%
CC(C(=O)Nc1ccc2nccnc2c1)N1C(=O)C2C3C=CC(C3)C2C1=O (stereo not given)	-4%	3	-5	-2%
CCN(CC)S(=O)(=O)c1cccc(-c2nnc(SCc3ncc(-c4ccccc4)o3)n2C)c1	6%	0	84	5%
COc1ccccc1NC(=O)CN1C(=O)NC(CC(C)C)C1=O (stereo not given)	-3%	3	?	1%
COC(=O)N1[C@H](C)C=C[C@]1(Cc1ccccc1)C(=O)O	-3%	nt	25	-1%&0%
COc1ccc(/C=C/C(=O)c2c(C)nc3ccccn23)cc1	10%	9	97	1%
COc1cc(NC(=O)c2nnn(Cc3ccc(SC)cc3)c2N)cc(OC)c1	22%	5	?	-7%
O=C1c2ccccc2C(O)(c2ncc[nH]2)N1CCc1ccccc1 (stereo not given)	-6%	-7	8	-2%
O=C(CSc1nc(Nc2ccccc2)nc(N2CCOCC2)n1)N1CCc2ccccc21	33%[activator]	?	-117*	11%
O=C(Cn1nc(-c2ccc(Cl)cc2)c2ccccc2c1=O)Nc1cccnc1	16%	-3	-29	-6%

Single records, as listed above.
Cc1onc(-c2ccccc2)c1C(=O)Nc1ccc(S(=O)(=O)N2CCCCC2)cc1 is entered as ALOX15B inhib = nt; IMPase inh = -2; PNC assembly inh = 59; 12-hLO inh = -3%
Cc1cc(C)n(C(=O)CNC(=O)C2COc3ccccc3O2)n1 (stereo not given) is entered as ALOX15B inhib = nt; IMPase inh = -2; PNC assembly inh = 23; 12-hLO inh = 0%
O=C(CSc1nc(Nc2ccccc2)nc(N2CCOCC2)n1)N1CCc2ccccc21 is entered as ALOX15B inhib = 33%[activator]; IMPase inh = ?; PNC assembly inh = -117*; 12-hLO inh = 11%

(cont.)
SMILES	ALOX15B inhib	IMPase inh	PNC assembly inh	12-hLO inh
COc1ccc(NC(=O)c2cccnc2NCCc2ccccc2)cc1	nt	nt	44	-23%
CCNC(=S)NNC(=O)c1ccccc1Cl	nt	nt	-81*	0%
Cc1ccc(Cc2cnc(NC(=O)C3CCCO3)s2)cc1 (stereo not given)	31%[activator]	6	-16	1%
COC(=O)c1ccccc1S(=O)(=O)C(C)(C)C	nt	-4	-29	2%
Cc1cccn2cc(CCNC(=O)c3ccc(Br)o3)nc12	-3%	-1	?	-5%
COc1cccc(NC(=O)CSCC(=O)O)c1	1%	9	25	6%
CCOc1ccc(CN2CCN(C(=O)c3cccc(F)c3)CC2)cc1	nt	9	-26	2%
Cc1ccc(OC(=O)c2cc(=O)c3ccccc3o2)cc1	nt	nt	-5	-3%
CCS(=O)(=O)N1CCN(c2ccc(Cl)cc2[N+](=O)[O-])CC1	nt	-1	-83*	-5%
COc1ccccc1NC(=S)NCCSc1ccc(C)cc1	nt	1	?	?
CCc1nc(SCC(=O)N2CCN(C(=O)c3ccco3)CC2)c2c3c(sc2n1)CCCC3	-7%	11	-22	-7%
Cc1ccc(C(=O)c2ccc([N+](=O)[O-])cc2)cc1	2%	-1	45	-6%
CCC(C)NC(=O)C1c2cc(OC)c(OC)cc2C(=O)N(C)C1c1cccs1 (stereo not given)	5%	-1	10	0%
Cc1ccc(N=Nc2c(N)[nH]n3c(=O)c4c(nc23)CCCC4)cc1	0%	4	46	8%
Cn1c2c(c(=O)n(C)c1=O)C(C(F)(F)F)(C(F)(F)F)N=C(C1CCCCC1)N2	nt	nt	-93*	-2%
O=C(CSCc1ccc(Cl)cc1)N/N=C/c1ccc(OCC(=O)Nc2ccccc2)cc1	-4%	6	11	-4%
Cc1ccc(OC[C@H](O)[C@H](C)NC(C)C)c2c1CCC2	0%&21%	-6&-10	nt	6%&5%
CCc1nnc(SCc2ccc(OC(C)C)cc2)n1N	5%	-3	50	2%
COc1ccc(OC)c(NC(=O)COC(=O)CNC(=O)c2ccc(OC)c(OC)c2)c1	5%	-6	16	-5%
COc1cccc(CSc2nc3cc4c(cc3cc2C)OCCO4)c1	nt	nt	?	0%
COc1ccc(CN(CCC(c2ccccc2)c2ccco2)C(=O)c2ccco2)cc1 (stereo not given)	nt	-6	2	-10%
Cc1cc(C(=O)Nc2nnc(C3CCCCC3)s2)no1	-4%	5	-27	0%
Cc1ccc(C)c(OCc2ccc(C(=O)N3N=C(C(F)F)CC3(O)C(F)F)o2)c1 (stereo not given)	nt	nt	12	5%
COCCNC(=O)[C@H](C)/C=C(\c1cccnc1)C(NC(=O)OCc1ccccc1)c1ccc(C(=O)OC)cc1 (stereo not given in full)	17%	nt	nt	-4%
Cc1cccc(-c2ccc(-c3cc(=O)oc4cc(C)cc(C)c34)cc2)c1	-13%[0.0915 µM]	nt	nt	-2%[0.00818 µM]
SMILES	ALOX15B inhib	IMPase inh	PNC assembly inh	12-hLO inh
C[C@@]12C=CC(=O)C=C1CC[C@@H]1C2=CC[C@]2(C)[C@@H]1CC[C@H]2C(=O)CN1CCN(c2cc(N3CCCC3)nc(N3CCCC3)n2)CC1	-9%	11	nt	-12%
CC(=O)[C@]1(O)CCC2C3CCC4=CC(=O)CC[C@@]4(C)C3CC[C@]21C (stereo not given in full)	2%	nt	nt	-2%
CCOC(=O)C(C)Oc1ccc(=O)n(-c2ccccc2)n1 (stereo not given)	4%	-1	3	-1%
COC(=O)c1nn(-c2ccc(OC)cc2)c(=O)cc1Oc1ccccc1	-6%	-3	0	1%
O=C(Nc1cccc(NS(=O)(=O)c2ccc(S(=O)(=O)NC3CC3)cc2)c1)c1ccccn1	-5%	5	?	1%
O=C(Nc1nnc(-c2ccccc2)s1)c1cc(S(=O)(=O)N2CCOCC2)c(Cl)cc1Cl	-14%	0	?	1%
Cc1cc(NC(=O)CSc2ccc3nnc(-c4cccc(F)c4)n3n2)no1	?	4	2	-8%
CCn1nnnc1SCC(=O)c1ccc(NC(C)=O)cc1	-3%	?	-12	-2%
Cc1ccc2c(c1)-c1nc3ccccc3cc1C2=NC1CCCCC1	nt	nt	-11	0%
COc1ccc(CCNC(=O)CCn2cccc2)cc1OC	-6%	4	-11	-5%
CC(NC(=O)CSC(=S)N(C)C)C12CC3CC(CC(C3)C1)C2 (stereo not given)	nt	0	-5	4%
COc1ccc(S(=O)(=O)Nc2ccccc2C(=O)NCc2ccco2)cc1	-11%	5	21	3%

As a working copy, some entries already given.
SMILES	ALOX15B inhib	IMPase inh	PNC assembly inh	12-hLO inh
CC(NC(=O)CSC(=S)N(C)C)C12CC3CC(CC(C3)C1)C2 (stereo not given)	nt	0	-5	4%
COc1ccc(S(=O)(=O)Nc2ccccc2C(=O)NCc2ccco2)cc1	-11%	5	21	3%

From PubChem BioAssay
